Screening data deposited in PubChem BioAssay by several laboratories.
Diaph act CS: counter-screen for diaphorase-based assays: diaphorase activators and chemical reducers; AID 1229; activation factor at 20 µM; Diaphorase/resazurin coupled assay, resorufin fluorescence, 16 min; active compounds read high; 1 = vehicle wells, 0 = NADH-free wells; 0.005% of 190,000 active;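 active = diaphorase activity raised at least twofold by the compound at 20 µM; inactive = activation factor below 2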
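Assay system: bacterial diaphorase enzyme (C. kluyveri) / Input: enzyme 0.07 U/mL final / Medium: 50 mM HEPES pH 7.4 with 4.542 mM MgCl2, 0.005% Tween 20 / Doses: single compound dose of 20 µM, 1% DMSO final / Incubation: 16 min enzyme reaction, ambient temperature / Signal: fluorescence, excitation 544 nm and emission 590 nm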
TNAP inh no acc: blocks human TNAP activity with no phosphate acceptor present | P05186 | purified TNAP, CDP-star luminescence, 30 min | inhibition, % at 20 µM | 0.26% of 200,000 active;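 active = tissue-nonspecific alkaline phosphatase inhibition above about 50% at 20 µM in the single-dose screen, limit read from the data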;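 note: 0% = DMSO negative control and 100% = EDTA positive control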
Target sequence (P05186 whole entry, looked up): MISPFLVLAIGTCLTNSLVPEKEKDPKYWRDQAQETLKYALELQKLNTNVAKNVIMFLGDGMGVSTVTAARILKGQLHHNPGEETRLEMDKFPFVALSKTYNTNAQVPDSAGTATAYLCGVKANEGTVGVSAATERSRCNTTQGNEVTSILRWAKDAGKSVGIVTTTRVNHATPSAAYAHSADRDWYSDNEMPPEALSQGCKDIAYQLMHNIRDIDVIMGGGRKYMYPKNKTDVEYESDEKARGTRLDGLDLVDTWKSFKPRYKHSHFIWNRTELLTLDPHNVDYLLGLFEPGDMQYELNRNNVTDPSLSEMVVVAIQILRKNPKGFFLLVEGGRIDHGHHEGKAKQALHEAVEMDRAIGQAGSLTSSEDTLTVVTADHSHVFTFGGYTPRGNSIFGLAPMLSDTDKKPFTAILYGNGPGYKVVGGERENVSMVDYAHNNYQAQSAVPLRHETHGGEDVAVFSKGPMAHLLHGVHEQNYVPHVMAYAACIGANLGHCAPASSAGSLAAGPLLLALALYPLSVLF
L major viab: reduces viability of Leishmania major promastigotes; resazurin fluorescence viability; inhibition, % at 10 µM; 9% of 200,000 active; AID 1063; in the data active = inhibition above about 50%;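 note: promastigotes grown with compound for 44 hours at 28 °C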
TNAP inh hi DEA: blocks human TNAP under high phosphate acceptor concentration; P05186; purified TNAP, CDP-star luminescence, 1 M DEA; inhibition, % at 20 µM; 0.03% of 200,000 active; AID 1135;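 active = over 50% inhibition of tissue-nonspecific alkaline phosphatase at 20 µM in the single-dose screen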;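 note: plate controls were DMSO wells for no effect and EDTA-quenched wells as full inhibition for full effect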
bIAP activator: increases bovine intestinal alkaline phosphatase activity; purified bovine IAP, CDP-star luminescence, 30 min; active compounds read high; fold of DMSO-control signal, blank-subtracted; activation factor at 20 µM; 0.17% of 200,000 active; AID 1016;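 active = activation factor of 2 or more at 20 µM, a signal rise over negative controls twice the positive control's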
PMI act: increases human mannose-6-phosphate isomerase activity | 0.005% of 190,000 active | AID 1214 | purified human PMI, coupled resazurin fluorescence, 20 min; active compounds read high; 1 = vehicle control, 0 substrate-free wells | activation factor at 20 µM;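 active = activation factor of 2 or more at 20 µM, relative to plate controls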
Target sequence (P34949 whole entry, looked up): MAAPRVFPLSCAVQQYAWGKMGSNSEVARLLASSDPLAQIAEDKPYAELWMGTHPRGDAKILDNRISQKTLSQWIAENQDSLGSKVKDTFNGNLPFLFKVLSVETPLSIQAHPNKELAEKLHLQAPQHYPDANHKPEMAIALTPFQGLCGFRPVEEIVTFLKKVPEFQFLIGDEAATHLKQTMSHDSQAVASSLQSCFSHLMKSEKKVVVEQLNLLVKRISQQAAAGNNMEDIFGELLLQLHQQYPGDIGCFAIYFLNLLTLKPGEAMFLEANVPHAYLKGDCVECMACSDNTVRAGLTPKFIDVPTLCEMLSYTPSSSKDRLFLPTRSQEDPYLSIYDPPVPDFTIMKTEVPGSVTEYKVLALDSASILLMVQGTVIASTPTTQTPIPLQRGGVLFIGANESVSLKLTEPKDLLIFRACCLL
PMI act satM6P: PMI (human) activation, high substrate. P34949. coupled PMI enzyme assay, resazurin fluorescence, 20 min; active compounds read high; 1 = untreated enzyme, 0 = substrate-free blank. activation factor at 20 µM. 0.34% of 190,000 active. AID 1216;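 active = activation factor of 2 or more at 20 µM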
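Test system: human PMI in coupled enzyme assay; Input: PMI at 15 ng/mL final; Medium: HEPES buffer, pH 7.4; Schedule: 20 min incubation at room temperature; Technique: resorufin fluorescence at Ex 544/Em 590 nm; Compound: 20 µM single dose; Probe or stimulus: Near-saturating mannose-6-phosphate, 1.0 mM.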
Diaphorase inh: diaphorase inhibition or chemical oxidation counter-screen | inhibition, % at 20 µM | 0.69% of 190,000 active | diaphorase resazurin-to-resorufin fluorescence, NADH, 16 min; bacterial (C. kluyveri) enzyme, not human;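 active = primary screen inhibition at 20 µM above a set limit, cut at about 50% in these data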;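 note: plate controls were DMSO with full reaction for no effect and wells lacking NADH for full effect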
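Assay system: diaphorase enzyme from Clostridium kluyveri; Input: enzyme working solution with 0.14 U/mL diaphorase; Timing: 16 min at room temperature; Technique: resorufin fluorescence, excitation 544 nm, emission 590 nm; Benchmarks: positive control minus NADH, DMSO neutral control.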
bIAP inhibitor: intestinal alkaline phosphatase (bovine) inhibition; purified bovine IAP, CDP-star luminescence, 30 min; inhibition, % at 20 µM; 190,000 tested, under 10 active; AID 1019;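 active = over 50% inhibition of intestinal alkaline phosphatase at 20 µM in the single-dose screen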
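System: purified bovine intestinal alkaline phosphatase (IAP) enzyme; Input: IAP diluted 1/65,000,000 in the well; Measured by: CDP-star luminescence signal; Compound dosing: 20 µM single dose; Incubation: 30 min reaction at room temperature.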
TNAP act hi DEA: TNAP (human) activation, high acceptor | P05186 | purified TNAP, CDP-star luminescence, 1 M DEA, 30 min; active compounds read high; 0 = EDTA background, 1 = DMSO-only activity | activation factor at 20 µM | 200,000 tested, under 10 active;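 active = activation factor at least 2 at 20 µM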
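system = human TNAP | amount = enzyme diluted 1/800 final | reagent = 100 µM CDP-star substrate | signal = luminescent substrate turnover signal | dosing = one dose, 20 µM | benchmarks = EDTA negative control, DMSO positive control | measure = activation factor | timing = 30 min reaction, room temperature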
* = called active by the depositor; . = no result given.

compound	Diaph act CS	TNAP inh no acc	L major viab	TNAP inh hi DEA	bIAP activator	PMI act	PMI act satM6P	Diaphorase inh	bIAP inhibitor	TNAP act hi DEA
CCCCC(=O)Nc1ccc(C(=O)Nc2ccc(S(=O)(=O)Nc3nccc(C)n3)cc2)cc1	0.9	-10	78*	-4	1.2	0.9	1	6	-16	1
CCCC(=O)N1CCN(c2nc(CC(C)C)c3c(c2C#N)CCC3)CC1	0.8	-1	16	-1	1.1	0.9	0.9	18	-8	1
Cc1ccc(CC2CC(=O)N(Cc3ccco3)C2=O)cc1 (configuration not stated)	0.8	-4	31	-8	1	1	0.9	18	5	1.1
COc1c(Cl)cc(Cl)cc1CNCCNCC(C)O (configuration not stated)	1.1	0	28	-6	1	1.1	1.1	-7	0	1.1
CC(=O)Nc1ccc(NC(=O)/C(Cl)=C/c2ccccc2)cc1	1	-9	-3	-2	0.9	0.9	1	-1	6	1
CCOC(=O)c1sc(NC(=O)c2ccc(C)o2)nc1C	0.8	-10	-12	-8	1	0.9	0.8	21	5	1.1
CC1(C)CC(=O)C2=C(C1)N(Cc1ccco1)C(=O)C2(NC(=O)c1ccc(Cl)cc1Cl)C(F)(F)F (configuration not stated)	0.9	-10	3	-2	1	1	1	8	-3	1
C/C(=N\NC(=O)C1CCCN(S(=O)(=O)c2ccccc2)C1)c1ccncc1 (configuration not stated)	0.9	-11	0	-4	0.8	0.9	0.9	12	16	1
CC(=O)C1=C(c2ccccc2)NC(=O)NC1c1ccccc1OCC(=O)NCc1ccccc1 (configuration not stated)	1	-13	-2	1	1	1	1	2	-1	1
CCN(CC)c1ccc(N2C(=O)/C(=C/c3cccs3)SC2=S)cc1	0.8	0	-5	6	0.8	0.9	0.8	15	18	0.9
O=S(=O)(Nc1ccc(F)cc1)c1ccc(NC(=S)Nc2ccccc2)cc1	0.8	-6	1	-7	0.9	1	1.1	19	10	1.1
Cc1ccc(Cl)cc1NC(=O)c1ccc(CSc2nnnn2C)cc1	0.9	-5	6	-7	0.6	1.1	1.1	13	39	1.1
COc1cccc(/C=N/NC(=O)C(=O)Nc2ccccc2OC(F)(F)C(F)F)c1O	0.7	-98	97*	4	0.6	1	1	28	43	1
CCOC(=O)C1=C(C)C(c2cccc(Oc3ccccc3)c2)NC(=S)N1 (configuration not stated)	0.8	8	11	-2	0.8	0.8	0.8	15	19	1
C/C(=N/NC(=O)c1ccoc1C)c1cccc(NC(=O)C(F)(F)F)c1	1.1	-7	46	4	1.1	1	1.1	-5	-15	1
O=C(COC(=O)c1ccccc1C(=O)c1ccc(Cl)cc1)NCC1CCCO1 (configuration not stated)	1	-9	5	-4	1	1	1	3	4	1
COc1ccccc1CNC(=O)CCn1c(=O)oc2ccccc21	1	-15	-4	-3	1	1	1.1	4	-1	1
CC(=O)N(C)c1nnc(-c2cnccn2)s1	1	-10	-3	-2	1	1	1.1	2	4	1
CCN1CCN(C(=O)CS(=O)(=O)Cc2nc(-c3ccc(C)cc3)oc2C)CC1	1.1	-6	-5	-1	1	1	1	-12	-3	1
COc1ccc(CCNc2nc(N3CCOCC3)nc(N3CCOCC3)n2)cc1OC	0.9	-3	17	4	1.1	0.9	0.9	9	-7	1
CCCc1nnc(NC(=O)CCC(=O)NC2CCCc3ccccc32)s1 (configuration not stated)	1	-4	7	-4	0.9	1	1	-2	5	1
O=C(COC(=O)c1oc2ccccc2c1COc1ccccc1)NCCN1C(=O)CSC1=O	0.8	-4	-1	1	0.9	0.8	0.8	20	11	1
O=C(C[n+]1ccc2ccccc2c1)c1ccc(NC(=O)c2ccccc2)cc1	1.2	3	-4	1	0.9	1.3	1	-18	6	1
COc1ccc(CN2CCN(C(=O)c3ccco3)CC2)cc1OCc1ccccc1	0.8	-20	87*	-4	1	0.7	1	16	1	1
CN1C(=O)C2(Nc3ccccc3-c3nc4ccccc4n32)c2ccccc21 (configuration not stated)	0.2	-2	3	-3	1	0.9	1	84*	-2	1
CCc1ccc(C2CC(c3cccc(OC)c3)n3nc(N)nc3N2)cc1 (configuration not stated)	0.8	-1	.	0	1	0.9	0.8	16	4	1
COc1ccc(C(C(O)C(=O)c2c[nH]c3ccccc23)N2CCN(c3ccc(OC)cc3)CC2)cc1 (configuration not stated)	1	-6	52*	-1	1.1	0.9	0.9	2	-5	1
Cc1nc2nc(COc3ccccc3)[nH]n2c(=O)c1C	1	1	0	-2	1	1.1	1	3	3	1
O=C(NCc1ccc2c(c1)OCO2)c1ccc(N2CCCC2=O)cc1	0.9	-13	2	-4	1	1	1.1	13	4	1
COC(=O)N/N=C/c1ccc(-c2cccc(Cl)c2)o1	1	-7	61*	-1	0.9	0.9	1	0	11	1

Profiles as entered above. Values in the order: Diaph act CS, TNAP inh no acc, L major viab, TNAP inh hi DEA, bIAP activator, PMI act, PMI act satM6P, Diaphorase inh, bIAP inhibitor, TNAP act hi DEA
CCc1ccc(C2CC(c3cccc(OC)c3)n3nc(N)nc3N2)cc1 (configuration not stated) as listed: 0.8, -1, ., 0, 1, 0.9, 0.8, 16, 4, 1
CC1(C)CC(=O)C2=C(C1)N(Cc1ccco1)C(=O)C2(NC(=O)c1ccc(Cl)cc1Cl)C(F)(F)F (configuration not stated) as listed: 0.9, -10, 3, -2, 1, 1, 1, 8, -3, 1

The list goes on.
compound	Diaph act CS	TNAP inh no acc	L major viab	TNAP inh hi DEA	bIAP activator	PMI act	PMI act satM6P	Diaphorase inh	bIAP inhibitor	TNAP act hi DEA
CCSc1cc(C)nc2ncnn12	0.9	-5	-2	-1	1	0.8	0.9	8	3	1
COc1ccc(-c2csc(N(Cc3ccccc3)C(=O)COc3ccc(Cl)cc3)n2)cc1	1	-8	-8	-3	0.9	1.1	1.1	3	13	1
NS(=O)(=O)c1cc(C(=O)OCC(=O)c2ccc3c(c2)OCCO3)ccc1Cl	0.8	6	0	7	1	1	0.9	22	0	0.9
O=C(NNc1ccccn1)c1ccc(Cl)nc1	0.9	-25	-12	-4	0.9	0.9	0.9	11	8	1
S=C(NC1CCCCC1)N1CCn2cccc2C1c1cccnc1 (configuration not stated)	0.9	-9	98*	0	1	1	0.9	14	0	1
Cc1ccc(C)c(NC(=O)CSc2nc3c(c(=O)n2C)SC(C)C3)c1 (configuration not stated)	0.7	-13	-11	-7	0.9	0.9	0.8	31	8	1.1
O=C(O)CCCCCNS(=O)(=O)c1cccc2nsnc12	0.9	-14	-3	-6	0.9	1	1	10	10	1.1
Cc1nnc(SCC(=O)N(C)C2CCS(=O)(=O)C2)n1Cc1ccccc1 (configuration not stated)	1	-8	-4	-5	0.9	1	1.1	2	7	1
CN(Cc1c(C(=O)N2CCc3ccccc3C2)nc2ccc(Cl)cn12)C(C1CC1)C1CC1	0.9	-4	6	-3	1.1	0.9	0.9	14	-10	1
O=c1c(Cl)c2oc3ccccc3nc-2c2ccccc12	0.9	2	81*	2	1	1	1	12	2	1
CCOC(=O)Cc1csc(SCc2cc(=O)oc3cc(O)ccc23)n1	0.8	-16	-10	-2	1	0.8	0.8	20	3	1
CCOC(=O)C1=C(CN2CCOCC2)NC(=O)NC1c1cc(C)ccc1C (configuration not stated)	0.9	-7	-1	-2	1	0.9	0.9	10	4	1
CC1CN(C(=O)c2nn(C)cc2[N+](=O)[O-])CC(C)O1 (configuration not stated)	0.9	-6	-5	-7	0.9	1	1	15	7	1.1
Cc1nn(-c2ccccc2)cc1/C=N/O	0.8	-14	-6	-7	0.9	1	0.9	22	6	1.1
O=C(O)CSc1nnc(COc2cccc3cccnc23)n1-c1cccc(C(F)(F)F)c1	1.1	-6	-12	-5	1.3	1	1	-9	-26	1.1
O=C(c1cc2ccccc2o1)c1cccs1	0.9	4	-4	0	0.5	1	1	8	46	1
COc1ccccc1CNC(=O)CSc1ccsc1[N+](=O)[O-]	0.8	-7	10	-2	0.9	0.9	0.8	22	11	1
CSc1cccc(NC(=O)C2CCCN(S(=O)(=O)c3cnc[nH]3)C2)c1 (configuration not stated)	0.8	-11	-4	-6	1	1	1	20	-3	1.1
COc1ccc(CNC(=O)C(c2cccs2)N(C(=O)c2csnn2)C2CC2)cc1 (configuration not stated)	1	6	-6	-6	1.1	0.1	1	2	-10	1.1
COc1ccc(/C=N/NC(=O)c2nc(-c3ccccc3)n(-c3ccccc3)n2)cc1	0.9	4	44	6	0.7	0.8	1	15	31	0.9
CSC1=NCCN1C(=O)c1ccc(Br)o1	1	-10	3	-3	1	0.9	1	3	-3	1
O=C(/C=C/Sc1ccccc1)c1ccc(Cl)cc1	1	-14	92*	-11	0.9	1.1	1.1	-4	14	1.1
Cc1nn(Cc2ccc(Cl)cc2)c(C)c1NC(=O)Cn1nc([N+](=O)[O-])c(Cl)c1C	1	-9	-5	-7	1	1	1	-4	-1	1.1
COc1ccc2c(c1)c(CCN1C(=O)c3ccccc3C1=O)cn2C(=O)c1ccco1	0.7	-12	-5	-7	0.9	0.9	0.8	34	8	1.1
O=C(c1ccc(F)cc1F)N(Cc1ccccn1)Cc1ccco1	0.8	-10	4	-5	1.1	1.1	1.1	18	-8	1.1
COc1cc(Cl)cc(C#N)c1OCC(=O)O	0.9	-5	-7	-5	0.9	1	1	7	13	1
Cn1c(C(O)C(O)c2ccccc2)nc2ccccc21 (configuration not stated)	0.9	-9	-5	0	1.1	1.4	1.2	7	-12	1
O=C(O)c1cc(N/N=C2/CC(c3ccccc3)Oc3ccccc32)ccc1Cl (configuration not stated)	0.9	-3	49	2	0.6	1.5	1.8	12	41	1

Some entries already given, limited to TNAP act hi DEA.
molecule	TNAP act hi DEA
CCSc1cc(C)nc2ncnn12	1
COc1ccc(-c2csc(N(Cc3ccccc3)C(=O)COc3ccc(Cl)cc3)n2)cc1	1
NS(=O)(=O)c1cc(C(=O)OCC(=O)c2ccc3c(c2)OCCO3)ccc1Cl	0.9
O=C(NNc1ccccn1)c1ccc(Cl)nc1	1
S=C(NC1CCCCC1)N1CCn2cccc2C1c1cccnc1 (configuration not stated)	1
Cc1ccc(C)c(NC(=O)CSc2nc3c(c(=O)n2C)SC(C)C3)c1 (configuration not stated)	1.1
